Source: PubChem BioAssay
T cell modulator – modulators of CD8 T cell-vesicle binding, primary screen, mouse 2C CD8+ T cells, flow cytometry; 2C CD8+ T cell-vesicle binding; hits give low values; AID 2052, 2009; 330,000 compounds, 0.068% hits; calls only at 7 µM;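 active = response, share of CD8 T cells binding vesicles, and their 90th percentile fluorescence all below set limits, cut at about 80% in these data, passing the limit was not always enough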
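material = purified 2C TCR transgenic mouse naive CD8+ T cells | controls = Unloaded micro-vesicles (low), QL9 vesicles with 0.7% DMSO (high) | detection = cytometric PE anti-B7-1 and Alexa647 anti-CD8 signals after 1% paraformaldehyde fixation | incubation = binding step 1.5 h, 37 °C, antibody labelling 20 min, ice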
MT stabilizer – microtubule stabilizers in HeLa cells, primary screen, imaging, high-content imaging; HeLa tubulin immunostaining HCS, 24 h; share of cells brighter than vehicle mean+2SD; % tubulin-high responders, % at 10 µM; 200,000 compounds, 0.83% hits; AID 2205, 2009;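 active = plate Z-score above 3 for both tubulin-high and condensed-nucleus cell shares, with cell loss under 80%, at 10 µM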;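 note: anti alpha tubulin signal scored within the nucleus-defined area of each cell; some results filed as inactive read as strong as hits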
Dynein cargo inh – inhibitors of GR-EGFP nuclear translocation, primary screen, dynein cargo transport inhibitor project, imaging, high-content, 3617.4 mouse cells; test concentration mostly 20 µM; stimulated with dexamethasone, 1 µM; hits give low values; z-score, hits read low; 220,000 compounds, 0.47% hits; AID 1381, 2008;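 active = plate z-score of nuclear minus cytoplasmic receptor signal below a set negative limit, without overly bright fluorescence or cell loss, cut at about -3.5 in these data, passing the limit was not always enough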;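 note: z-score of nuclear minus cytoplasmic ring GR-EGFP intensity difference per well; some compounds called inactive have numbers as strong as hits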
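Buffer or medium – tet-free medium with charcoal-stripped serum · Signal – automated 10x imaging of fixed Hoechst-stained cells · Also added – dexamethasone agonist, 1.0 µM final, for 30 min · Incubation – induction 48 h, compound 1 h, agonist 30 min · Read-out – GR-EGFP nuclear translocation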
M17LAP inhibition – P. falciparum M17LAP inhibitors, primary screen, biochemical, fluorogenic H-Leu-NHMec substrate, 1536-well (AID 1619) | inhibition, % at 30 µM; hits with a dose series show IC50 in µM | recombinant M17LAP, H-Leu-NHMec fluorogenic kinetic assay; higher % means a stronger effect | 220,000 compounds, 0.38% hits | Leucine aminopeptidase (Plasmodium falciparum (isolate 3D7));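 active = compound inhibiting the enzyme by more than half at any dose during confirmatory dose-response retesting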;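 note: plate controls were full reaction with DMSO carrier for no effect and no enzyme background for full effect; strong numbers were not always called active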
bCat nuc transl – modulators of beta-catenin nuclear translocation, primary screen, imaging, HeLa cells, immunofluorescence, high-content | nuclear translocation activity, % at 5 µM | 190,000 compounds, 0.3% hits | AID 1665, 2009;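 active = nuclear translocation activity above 50% at 5 µM, with a well cell count of 50 or more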;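 note: per-cell ratio of nuclear to cytoplasmic median beta-catenin stain intensity; plate controls were DMSO negative control for no effect and GSK-3 inhibitor IX positive control for full effect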
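System: HeLa cells, endogenous beta-catenin; compound dosing: 5 µM primary single dose, 0.1% DMSO, 0.02–20 µM confirmation series; incubation: 24 h compound exposure at 37°C, 5% CO2; signal: beta-catenin immunofluorescence imaging with DAPI; evaluation: % activation, nuclear-to-cytoplasmic median beta-catenin signal ratio per cell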
M1AAP inhibition – P. falciparum M1AAP inhibitors, biochemical, fluorogenic H-Leu-NHMec substrate, 1536-well (AID 1445); recombinant M1AAP, H-Leu-NHMec fluorogenic kinetic assay; higher % means a stronger effect; one-dose inhibition, % at 30 µM; IC50 in µM for titrated hits; 220,000 compounds, 0.42% hits; Aminopeptidase N (Plasmodium falciparum (isolate 3D7));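 active = primary inhibition above the hit cutoff, then over 50% inhibition at one or more dose response concentrations, cut at about 23% in these data, passing the limit was not always enough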;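 note: plate controls were DMSO full reaction for no effect and no enzyme background for full effect; strong numbers were not always called active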
Autophagy mod – autophagy modulators in MEF cells, primary screen, imaging, high-content, MEF GFP-LC3; AID 463193, 2010; MEF GFP-LC3 puncta imaging; test concentration mostly 10 µM; calls only at 10 µM (by protocol); 190,000 compounds, 0.98% hits;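 active = percentage of spot-positive cells more than 3 SD above its plate mean, without a fluorescence outlier flag or 80% toxicity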;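 note: spot-positive cell cutoff set from DMSO-treated cells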
WT yeast gro inh – growth inhibition of WT strain, primary screen, mitochondrial fusion inhibitor project, WT and mutant strains, chemical genetic. mitochondrial fusion phenotypic screen. inhibition, % at 10 µM. 190,000 compounds, 2.1% hits; in the data active = inhibition above about 58%; tested in S. cerevisiae
Yfh1-depleted yeast – enhancers of respiration in Yfh1-depleted yeast, dose response, Friedreich's ataxia, plus single-dose screen (AID 1465); S. cerevisiae Yfh1-off respiration, WST-1 reduction, 72 h; higher fold induction means a stronger effect; one-dose fold induction at 50 µM; EC50 in µM for titrated hits; 220,000 compounds, 0.074% hits;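 active = fold induction of absorbance versus untreated yeast above a set limit, then at least 30% activation at any dose in follow-up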;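 note: activators that raise dye reduction in frataxin-depleted yeast; strong numbers were not always called active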
WT yeast gro inh mutant strain – second read-out of WT yeast gro inh, no call of its own (marks repeat the call); inhibition, %; mitochondrial fusion phenotypic screen, mutant strain inhibition
Dynein cargo inh cytoplasmic EGFP – also measured in Dynein cargo inh; calls as there; z-score; measured here: cytoplasmic GR-EGFP intensity; hits give high values
Dynein cargo inh nuclear GR-EGFP – also measured in Dynein cargo inh; calls as there; z-score; measured here: nuclear GR-EGFP intensity;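 lower value marks the stronger effect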
Dynein cargo inh cell count – second read-out of Dynein cargo inh, no call of its own (marks repeat the call); z-score; measured here: cell count per field
bCat nuc transl cell count 5 µM – further read-out of bCat nuc transl, marked with its call; cell count; measured here: cell count, cytotoxicity flag
T cell modulator vesicle-bound % – further read-out of T cell modulator, marked with its call; double positive events, %; measured here: CD8+ vesicle-bound cell fraction;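 binding gate set so that unloaded-vesicle control wells show 10% double positive cells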
MT stabilizer Hoechst-high % – also measured in MT stabilizer; calls as there; % Hoechst-high responders; measured here: nuclear condensation Hoechst responders;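 share of cells brighter than vehicle mean plus two SD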
MT stabilizer cytotoxicity % – recorded beside MT stabilizer, whose call it bears; toxicity, %; measured here: cytotoxicity by cell density;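 0% = mean cell density of plate MIN control wells and 100% = no cells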
Autophagy mod cell loss 18 h – further read-out of Autophagy mod, marked with its call; toxicity, %; measured here: cell loss, nuclei count;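 cell loss after 18 h compound exposure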
* hit, by the source's call; i = inactive; · = no result given.

Every second line gives: Autophagy mod cell loss 18 h	WT yeast gro inh mutant strain	MT stabilizer cytotoxicity %	bCat nuc transl cell count 5 µM	Dynein cargo inh	Autophagy mod	MT stabilizer	WT yeast gro inh	Dynein cargo inh cytoplasmic EGFP	M17LAP inhibition	MT stabilizer Hoechst-high %	Yfh1-depleted yeast	Dynein cargo inh nuclear GR-EGFP	T cell modulator vesicle-bound %	bCat nuc transl	Dynein cargo inh cell count	M1AAP inhibition	T cell modulator
> CC12c3ccccc3C(c3ccccc31)C1C(=O)N(c3cccnc3)C(=O)C12 (stereo unspecified)
 : -8	-17	6.0	1095	-0.13	i	1.6	-12	-0.24	-1%	2.2	i	-0.054	43	-2.0	0.64	4%	i
> COc1ccc(N2C(=O)CC(N3CCN(c4ccc(S(C)(=O)=O)cc4)CC3)C2=O)cc1 (stereo unspecified)
 : 3	-13	7.2	·	1.1	i	0.6	-10	-0.25	-6%	0.4	i	0.91	44	·	-0.71	7%	i
> O=C(COC(=O)C1=COCCO1)Nc1ccccc1OC(F)F
 : 1	11	3.5	1052	-0.74	i	6.4	-13	-0.23	0%	1.5	i	-0.55	37	0.0	0.43	5%	i
> CC(C)OC(=O)c1sc2nc3c(cc2c1N)C(=O)CCC3
 : -3	3	3.7	1218	1.7	i	2.7	1	-0.28	13%	1.9	·	1.4	27	1.0	-0.25	-1%	i
> Cc1ccc(N(CC(=O)O)S(=O)(=O)c2cccc3nonc23)cc1
 : -8	7	10.0	1014	-0.51	i	2.2	5	-0.22	-1%	2.0	i	-0.1	45	-2.5	1.1	4%	i
> CC1(c2ccc(C#N)cc2)NC(=O)N(CC(=O)Nc2cc(S(=O)(=O)N3CCOCC3)ccc2Cl)C1=O (stereo unspecified)
 : 3	-6	1.3	1041	1.4	i	3.8	9	0.059	22%	1.6	i	0.91	10	-2.6	-1.4	-3%	i
> Cc1cc(C)c2c(c1)cc(C)c1nnc(SCC(=O)Nc3cc(C)on3)n12
 : -11	-24	66*	914	-0.057	i	41*	-13	-0.2	-10%	18*	i	0.43	33	6.9	-0.66	0%	i
> CC(C)(C)C1=CC(=O)C(=O)C(C(C)(C)C)=C1
 : -4	-1	2.8	·	-1.4	i	2.2	-8	0.035	25%	2.4	i	-0.98	38	·	-0.3	1%	i
> CCN(CC)CCCn1c(=S)[nH]c2ccc(Cl)cc2c1=O
 : -3	14	2.8	1106	-0.56	i	2.4	15	-0.26	11%	0.8	i	0.23	22	-2.9	-0.071	3%	i
> COc1ccc(CCNC(=O)C/C(C)=N/NC(=O)C23CC4CC(CC(C4)C2)C3)cc1OC
 : 9	4	9.5	994	-0.6	i	9.5	-12	-0.24	30%	5.8	i	-0.27	49	8.5	0.81	10%	i
> O=C(O)CCSC(=S)N1CCOCC1
 : ·	·	·	1314	1.4	·	·	·	-0.26	6%	·	i	0.65	28	-0.7	-0.051	3%	i
> Cc1ccc(C#CC(C)(O)C(C)(C)C)cn1 (stereo unspecified)
 : ·	·	·	1290	-0.084	·	·	·	-0.28	6%	·	i	-0.17	26	0.7	0.28	1%	i
> COCCn1nnnc1CN1CCC(NC(=O)Nc2cccc(OC)c2)CC1
 : ·	16	11	956	0.18	·	1.5	7	-0.2	27%	1.9	i	0.41	33	-7.1	-0.29	10%	i
> CN1C(=O)/C(=C\c2ccc(-c3ccccc3)o2)SC1=S
 : -7	0	4.8	901	0.89	i	6.1	2	0.82	-4%	1.8	i	0.86	65	0.0	-0.26	0%	i
> Cc1ccc(S(=O)(=O)CCC(=O)Nc2ccc3c(c2)OCO3)cc1
 : 1	-18	32	1020	-0.46	i	1.3	-7	-0.3	11%	2.5	i	0.026	64	-0.9	0.38	0%	i
> Cn1c(=O)c2c(nc(CN3CCC(Cc4ccccc4)CC3)n2CCN2CCOCC2)n(C)c1=O
 : 0	6	8.5	1060	-0.65	i	2.8	2	-0.17	7%	2.1	i	-0.0041	·	-0.5	0.51	7%	·
> O=C(NCc1ccccn1)C(C(=O)c1ccc(F)cc1)n1ccccc1=O (stereo unspecified)
 : 3	4	5.7	1067	-0.43	i	2.2	-4	-0.17	-11%	1.0	i	-0.89	49	-1.3	0.32	7%	i
> Fc1ccc(N2CCN(Cc3nnc(-c4ccccc4)o3)CC2)cc1
 : 5	-4	8.6	1114	0.27	i	2.4	-23	-0.22	-3%	2.0	i	0.25	54	-3.0	0.28	1%	i
> O=C(Nc1ccc(Br)cc1)c1cccnc1N1CCCCC1
 : 6	21	12	1189	-0.21	i	1.4	11	-0.14	-2%	1.5	i	0.2	58	-0.1	0.68	-1%	i
> COc1nc(NC(C)C)nc(N(C#N)CN2C(=O)c3ccccc3S2(=O)=O)n1
 : ·	·	·	1304	0.35	·	·	·	-0.17	7%	·	i	0.28	31	0.1	-0.22	3%	i
> Brc1ccccc1C1=Nn2c(nnc2-c2ccccc2)SC1
 : 11	24	11	·	-0.57	i	1.1	23	-0.19	1%	2.2	i	-0.12	53	·	0.51	1%	i
> O=C1c2ccccc2C(=O)N1CCCON1C(=O)c2ccccc2C1=O
 : -3	7	1.6	534	0.74	i	1.7	17	-0.26	-2%	1.6	i	0.45	33	-4.5	0.27	2%	i
> Cc1nn(C)c(C)c1CNC(=O)Nc1cccc(Cl)c1C
 : -13	-15	·	1096	0.27	i	·	-16	-0.26	8%	·	i	0.45	34	-0.3	0.56	9%	i
> COc1cc(C(=O)N=c2sc3ccccc3n2C)cc(OC)c1OC
 : -5	6	5.5	884	1.7	i	2.0	15	-0.35	-5%	1.5	i	1.1	18	4.6	-0.079	1%	i
> O=C(NNC1CC(=O)N(c2ccc(Cl)cc2)C1=O)c1ccco1 (stereo unspecified)
 : -4	11	4.6	1054	-0.24	i	5.6	-8	-0.31	-3%	4.0	i	0.2	47	-3.6	0.36	7%	i
> COc1cc(S(=O)(=O)NC2CCCCC2)ccc1F
 : -4	-48	8.4	997	0.34	i	1.3	-20	-0.19	5%	1.6	i	0.25	19	-5.3	-0.81	1%	i
> COCc1cc(Sc2ccc(Cl)cc2)nc(-c2ccccc2)n1
 : -5	-9	7.4	1413	-0.044	i	1.8	-4	-0.13	-5%	1.1	i	-0.2	56	-0.4	0.87	-1%	i
> CC(=O)C(Sc1ccc2nnc(-c3ccc(C)cc3)n2n1)C(C)=O
 : 7	-1	1.8	1068	-0.56	i	5.5	1	-0.29	-1%	1.8	i	-0.17	51	-0.7	0.47	6%	i
> O=C(CSc1nnc(-c2ccc(C(F)(F)F)cn2)o1)Nc1ccccc1Cl
 : ·	·	·	1092	1.2	·	·	·	-0.13	-9%	·	i	0.48	22	-3.2	-1.4	-2%	i
> N#CCCn1c(SCC(=O)c2c[nH]c3ccccc23)nc2ccccc21
 : 5	12	12	981	0.96	i	2.7	2	-0.34	18%	2.2	i	0.39	36	-6.6	-0.48	-2%	i
> CCN1CCCC1CNC(=O)c1cc2c(-c3cccc(OC)c3)nn(C)c2s1 (stereo unspecified)
 : 9	3	5.1	·	1.7	i	3.9	1	-0.065	-21%	2.0	i	1.2	61	·	-0.58	9%	i
> COC(=O)c1ccc(/C=N/NC(=O)C(=O)NCc2ccccc2)cc1
 : 5	-11	5.5	1143	-0.89	i	2.8	-3	-0.2	-10%	1.7	i	-0.42	65	-4.3	0.56	1%	i
> Nc1c(C(=O)NCc2ccccc2)nnn1Cc1ccc(F)cc1
 : -3	1	3.3	1132	-0.43	i	1.2	3	-0.24	-11%	1.4	i	-0.016	58	-0.7	1.3	-3%	i
> Clc1ccc2nc(N3CCNCC3)nc(-c3ccccc3)c2c1
 : -3	0	5.4	1319	2.9	i	5.6	2	1.6	-7%	8.8	i	1.6	18	4.2	-3.7	11%	i

Taken from above, two compounds:
Every second line gives: Autophagy mod cell loss 18 h	WT yeast gro inh mutant strain	MT stabilizer cytotoxicity %	bCat nuc transl cell count 5 µM	Dynein cargo inh	Autophagy mod	MT stabilizer	WT yeast gro inh	Dynein cargo inh cytoplasmic EGFP	M17LAP inhibition	MT stabilizer Hoechst-high %	Yfh1-depleted yeast	Dynein cargo inh nuclear GR-EGFP	T cell modulator vesicle-bound %	bCat nuc transl	Dynein cargo inh cell count	M1AAP inhibition	T cell modulator
> COC(=O)c1ccc(/C=N/NC(=O)C(=O)NCc2ccccc2)cc1
 : 5	-11	5.5	1143	-0.89	i	2.8	-3	-0.2	-10%	1.7	i	-0.42	65	-4.3	0.56	1%	i
> Nc1c(C(=O)NCc2ccccc2)nnn1Cc1ccc(F)cc1
 : -3	1	3.3	1132	-0.43	i	1.2	3	-0.24	-11%	1.4	i	-0.016	58	-0.7	1.3	-3%	i
